From PubChem BioAssay
KOR beta-arrestin-1 – KOR agonists, beta-arrestin recruitment, primary screen, cell-based, luminescence, uHTS (AID 1777) | KOR beta-arrestin recruitment, luminescence; higher % means a stronger effect | activation, % at 10 µM; hits with a dose series show EC50 in µM | 280,000 compounds, 0.02% hits; in the data active = activation above about 50%, passing the limit was not always enough; also: a part of the inactive calls stands beside numbers as strong as those of hits
Salmonella PhoP GFP – PhoP-dependent GFP reporter repression – Salmonella Typhimurium, primary screen (AID 1863) | inhibition, % at 50 µM, or IC50 in µM where a hit was titrated | S. Typhimurium PhoP-regulated promoter GFP reporter, 4 h; higher % means a stronger effect | 300,000 compounds, 0.16% hits;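 active = inhibition over 29.93%, a cutoff 3 SD above the screen mean, later confirmed by dose response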;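 also: 0% = low Mg2+ inducing control and 100% = high Mg2+ repressing control; strong numbers were not always called active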
T cell HTS – T cell immune modulators affecting CD8 T cell-vesicle binding; 2C CD8+ T cell-vesicle binding, flow cytometry; active compounds read low; calls only at 7 µM; 330,000 compounds, 0.068% hits; AID 2052;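 active = response, share of CD8 T cells binding vesicles, and their 90th percentile fluorescence all below set limits, cut at about 80% in these data, passing the limit was not always enough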
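Incubation: binding step 1.5 h, 37 °C, antibody labelling 20 min, ice; system: murine 2C transgenic CD8+ T lymphocytes; technique: cytometric PE anti-B7-1 and Alexa647 anti-CD8 signals after 1% paraformaldehyde fixation; also added: QL9-charged Drosophila Ld/ICAM-1/B7-1 vesicles; control set: naked versus QL9-loaded vesicles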
West Nile antiviral – inhibition of WNV-induced cytopathic effect – cell-based, CPE readout (AID 1621). 290,000 compounds, 0.02% hits. West Nile virus-infected cells, CPE inhibition; higher % means a stronger effect. CPE inhibition, % at 10 µM; hits with a dose series show IC50 in µM; in the data active = a potency from the dose series; also: strong numbers were not always called active
GPR35 antagonists – inhibition of zaprinast-stimulated GPR35 beta-arrestin translocation – imaging, U2OS, beta-arrestin-GFP, zaprinast agonist, primary screen (AID 2058) | U2OS GPR35 beta-arrestin-GFP translocation imaging, zaprinast antagonism; higher % means a stronger effect | one-dose inhibition, % at 10 µM; IC50 in µM for titrated hits | 290,000 compounds, 0.052% hits;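 active = inhibition of at least 50% with at least 30 cells and total cytoplasm GFP at most 10,000,000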
GPR55 activation – GPR55 agonists via beta-arrestin recruitment, primary screen, imaging, U2OS cells, beta-arrestin-GFP redistribution (AID 1961); U2OS GPR55 beta-arrestin-GFP redistribution imaging; higher % means a stronger effect; 290,000 compounds, 0.048% hits; activation, % at 10 µM, or EC50 in µM where a hit was titrated;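 active = activation above 40% with more than 50 cells counted in the well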;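 also: U2OS osteosarcoma cells stably expressing GPR55 and beta-arrestin-GFP; plate controls were DMSO negative control for no effect and LPI positive control for full effect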
NTR1 agonist – agonists of NTR1, primary screen, imaging, U2OS cells, beta-arrestin-GFP, high content (AID 493036). P30989. NTR1-U2OS beta-arrestin-GFP spot imaging, agonist mode. activation, % at 20 µM. 330,000 compounds, 0.17% hits;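 active = activation at or above 40% of the spot to cytoplasm intensity ratio, with at least 20 cells analyzed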;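 also: 0% = DMSO without peptide and 100% = 100 nM NTR1 peptide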
Target sequence (P30989 whole entry, looked up): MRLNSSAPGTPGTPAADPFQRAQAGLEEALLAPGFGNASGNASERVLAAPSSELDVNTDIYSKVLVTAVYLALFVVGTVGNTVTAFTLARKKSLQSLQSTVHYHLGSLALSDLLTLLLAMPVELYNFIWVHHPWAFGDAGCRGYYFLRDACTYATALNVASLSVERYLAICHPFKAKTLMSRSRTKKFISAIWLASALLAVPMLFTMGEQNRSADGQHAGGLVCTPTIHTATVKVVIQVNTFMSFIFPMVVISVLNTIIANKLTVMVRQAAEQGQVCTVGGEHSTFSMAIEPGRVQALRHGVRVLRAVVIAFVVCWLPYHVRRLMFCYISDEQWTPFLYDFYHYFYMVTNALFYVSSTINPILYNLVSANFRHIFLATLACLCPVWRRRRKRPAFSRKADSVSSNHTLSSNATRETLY
KOR beta-arrestin-2 – kappa opioid receptor blockers – cell-based, luminescence, uHTS (AID 1778). KOR beta-arrestin recruitment, luminescence, antagonist mode; higher % means a stronger effect. inhibition, % at 10 µM; hits with a dose series show IC50 in µM. 290,000 compounds, 0.091% hits; in the data active = inhibition above about 50%; also: strong numbers were not always called active
GPR55 LPI antagonism – GPR55 antagonists blocking LPI-driven arrestin recruitment, primary screen, imaging, U2OS, beta-arrestin-GFP, LPI agonist (AID 2013); U2OS GPR55 beta-arrestin-GFP translocation imaging, LPI antagonism; higher % means a stronger effect; inhibition, % at 10 µM; hits with a dose series show IC50 in µM; 290,000 compounds, 0.13% hits;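 active = spots per cell inhibited over 60%, with over 100 cells counted and total cytoplasm intensity under 500,000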;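 also: U2OS cells stably carrying GPR55 and arrestin-GFP stimulated by 5 µM LPI near EC80; imaged beta-arrestin-GFP aggregate spots per cell after agonist stimulation; plate controls were LPI-stimulated DMSO wells for no effect and DMSO wells without LPI for full effect; some results filed as inactive read as strong as hits; confirmed hits need IC50 under 10 µM and bright autofluorescent wells are also inconclusive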
T cell HTS vesicle-bound % – second read-out of T cell HTS, no call of its own (marks repeat the call); double positive events, %; measured here: CD8+ vesicle-bound cell fraction;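 binding gate set so that unloaded-vesicle control wells show 10% double positive cells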
NTR1 agonist cell count 20 µM – second read-out of NTR1 agonist, no call of its own (marks repeat the call); cell count; measured here: cell count, cytotoxicity flag
* hit, by the source's call; i = inactive; x = not tested or not shown.

SMILES	KOR beta-arrestin-1	Salmonella PhoP GFP	T cell HTS	T cell HTS vesicle-bound %	West Nile antiviral	GPR35 antagonists	GPR55 activation	NTR1 agonist	NTR1 agonist cell count 20 µM	KOR beta-arrestin-2	GPR55 LPI antagonism
O=C(NCc1ccccc1)c1ccc(CN(c2ccccn2)S(=O)(=O)c2ccccc2)cc1	6.6%	-1.2%	i	55.5	-0.3%	11.3%	-0.1%	-1.2	82	-28.8%	8.0%
CCc1nccn1CCC(=O)N1CCCC(N2CCN(c3cccc(Cl)c3)CC2)C1 (centres undefined)	0.8%	-2.7%	i	65.4	-0.3%	6.9%	-0.1%	0.3	64	-15.9%	14.8%
COc1ccc(C(=O)N2CCOC2CNC(=O)C(=O)NCCc2ccc(OC)c(OC)c2)cc1 (centres undefined)	-1.1%	-5.2%	i	63.7	-0.5%	-10.9%	-0.2%	0.0	56	-20.8%	4.2%
COc1cccc(OCCOc2ccccc2OC(C)C)c1	-3.4%	15.4%	i	47.4	-0.1%	8.9%	-0.2%	1.7	44	-18.7%	-0.4%
Cc1ccc(NC(=O)C2CC(=O)NC(N3CCc4ccccc43)=N2)cc1 (centres undefined)	-0.6%	-19.6%	i	39.3	-0.2%	-11.1%	1.2%	0.6	88	23.5%	8.0%
CC(C)(C)CC(=O)Nc1nn[nH]n1	-2.9%	8.7%	i	51.2	-0.1%	-0.4%	0.2%	-0.5	54	-11.9%	2.1%
COc1cc(OC)cc(-c2nnc(N(C)C(=O)c3ccncc3)s2)c1	0.0%	-6.8%	i	27.2	0.1%	-1.7%	0.3%	-0.8	26	-0.8%	7.6%
O=C(CSc1ccc2nnc(CCNC(=O)c3ccc(F)cc3)n2n1)NCc1ccco1	-1.5%	-3.7%	i	12.5	0.1%	-7.2%	0.0%	-0.5	43	-7.1%	1.1%
O=C1CCN(S(=O)(=O)c2ccccc2)CCN1CCOCc1ccc(F)cc1	-4.9%	-2.7%	i	8.2	0.0%	2.7%	0.0%	-6.1	52	30.0%	1.7%
CC1CCc2nn(CC(=O)Nc3ccc(F)cc3F)cc2C1 (centres undefined)	-5.0%	6.2%	i	26.5	-0.7%	-16.2%	-0.2%	1.1	62	12.1%	0.4%
CC1C(Br)C(=O)NC(=O)N1Cc1ccccc1 (centres undefined)	-3.7%	4.2%	i	26.4	0.1%	21.8%	-0.4%	-1.6	52	23.8%	13.5%
O=[N+]([O-])c1ccc(Cl)cc1NCCCN1CCOCC1	2.6%	28.2%	i	36.1	-1.1%	-9.5%	0.6%	0.8	90	11.4%	-5.5%
Cc1c(C#N)c2ccccc2n1CC(=O)N1CCCC1	-2.1%	3.6%	i	39.8	1.2%	-15.6%	0.2%	1.8	55	9.1%	-2.5%
COc1ccc2[nH]c(C(=O)N3CCCN(Cc4ccc(F)cc4)CC3)cc2c1	-0.5%	-8.9%	i	60.1	-0.7%	-11.2%	-0.1%	0.6	50	5.0%	2.1%
CCCC(=O)Nc1ccc(NC(=O)Cc2ccccc2)cn1	4.9%	-0.8%	i	9.8	0.3%	-7.1%	0.2%	-1.3	61	-23.2%	-0.5%
CCOc1cccc(C(=O)Nc2cccc(-c3nnc(-c4ccccc4)o3)c2)c1	-0.7%	-6.3%	i	32.9	1.2%	-0.9%	-0.2%	11.7	44	9.4%	0.1%
CC(C)CNC(=O)COC(=O)c1cc(Cl)cc(Cl)c1N	0.7%	-11.6%	i	10.5	0.1%	-1.1%	-0.1%	-4.4	94	16.7%	-6.1%
O=C(CCc1nc2ccccc2c(=O)[nH]1)OCc1ccc(Cl)cc1Cl	9.7%	-1.7%	i	55.0	0.0%	-1.7%	-0.3%	5.0	35	-20.3%	8.0%
COc1ccc(C(C)=O)cc1COC(=O)c1cccnc1SC	-4.4%	-1.6%	i	10.3	-0.5%	3.0%	-0.5%	1.6	56	16.2%	4.7%
COc1ccc(S(=O)(=O)N(CC(=O)N/N=C/c2ccccc2C(=O)O)c2ccccc2OC)cc1	3.1%	-8.1%	i	56.3	0.3%	2.3%	0.8%	-1.9	52	6.2%	13.1%
CCOC(=O)c1c(C)c(C(=O)O)n(C)c1C	-3.0%	6.3%	i	58.2	0.1%	4.6%	-0.3%	-1.1	47	12.0%	-5.1%
CCOC(=O)c1c(C)[nH]c(C)c1S(=O)(=O)N(C)CC(=O)Nc1ccccc1OC	2.3%	-7.1%	i	12.7	-0.4%	-2.7%	-0.2%	-0.2	51	-4.6%	-2.9%
Cc1ccc(NC(NC(=O)Cc2ccccc2)C(Cl)(Cl)Cl)cc1 (centres undefined)	-1.2%	-15.2%	x	x	-1.4%	8.3%	-0.1%	x	x	-5.2%	1.1%
CCOC(=O)c1ccc(CSc2ncn[nH]2)o1	-2.5%	18.2%	i	32.6	-0.7%	6.4%	0.0%	0.4	88	33.8%	-0.9%
O=C(Nc1ccccc1NS(=O)(=O)c1ccc(F)cc1)C1CCCC1	-1.6%	-3.0%	i	28.9	-0.4%	1.1%	0.3%	-0.2	62	-3.7%	15.8%
CCOC(=O)N1CCN(Cc2nc3ccc([N+](=O)[O-])cc3c(=O)n2-c2ccc(OC)cc2OC)CC1	-2.8%	9.6%	i	27.4	-0.8%	-1.2%	0.0%	-1.2	64	-1.0%	9.2%
Cc1ccc(C(=O)OC(C)C(=O)NCc2ccc3c(c2)OCO3)cc1S(=O)(=O)N1CCOCC1 (centres undefined)	2.6%	7.0%	i	6.7	-0.8%	17.9%	0.2%	1.5	77	5.6%	-4.0%
O=C(COC(=O)c1cccc(S(=O)(=O)NCc2ccccc2)c1)Nc1ccccc1OC(F)F	-0.4%	-11.2%	i	36.9	x	-1.9%	0.0%	-2.3	55	-20.6%	-6.1%
COc1ccccc1/C=N/Nc1cc(N(C)C)nc(N(C)C)n1	2.0%	3.7%	i	51.7	0.2%	-10.6%	0.1%	4.2	67	-14.2%	33.2%
CCc1nc(-c2ccc(C)nc2OC)no1	-2.3%	-4.1%	i	45.0	0.5%	8.3%	0.0%	0.9	57	-8.2%	-5.5%

Part of the list above in order of count of non-hydrogen atoms, highest first.
SMILES	KOR beta-arrestin-1	Salmonella PhoP GFP	T cell HTS	T cell HTS vesicle-bound %	West Nile antiviral	GPR35 antagonists	GPR55 activation	NTR1 agonist	NTR1 agonist cell count 20 µM	KOR beta-arrestin-2	GPR55 LPI antagonism
Cc1ccc(C(=O)OC(C)C(=O)NCc2ccc3c(c2)OCO3)cc1S(=O)(=O)N1CCOCC1 (centres undefined)	2.6%	7.0%	i	6.7	-0.8%	17.9%	0.2%	1.5	77	5.6%	-4.0%
CCOC(=O)c1c(C)[nH]c(C)c1S(=O)(=O)N(C)CC(=O)Nc1ccccc1OC	2.3%	-7.1%	i	12.7	-0.4%	-2.7%	-0.2%	-0.2	51	-4.6%	-2.9%
CC(C)CNC(=O)COC(=O)c1cc(Cl)cc(Cl)c1N	0.7%	-11.6%	i	10.5	0.1%	-1.1%	-0.1%	-4.4	94	16.7%	-6.1%

(listing goes on)
SMILES	KOR beta-arrestin-1	Salmonella PhoP GFP	T cell HTS	T cell HTS vesicle-bound %	West Nile antiviral	GPR35 antagonists	GPR55 activation	NTR1 agonist	NTR1 agonist cell count 20 µM	KOR beta-arrestin-2	GPR55 LPI antagonism
Cc1ccc(C(C)(C)C)c(OCCCn2ccnc2)c1	6.9%	11.3%	i	47.7	-2.2%	4.7%	-0.4%	2.0	43	x	-2.7%
CCOc1cccc(CN2CCC(n3nccc3NC(=O)CCCc3ccccc3)CC2)c1	5.0%	-1.3%	i	10.7	-1.1%	-3.2%	-0.1%	1.3	57	-37.4%	-28.0%
CCN1C(=O)C(O)(CC(=O)C(C)(C)C)c2cc(Br)ccc21 (centres undefined)	-3.1%	1.2%	i	49.5	-0.2%	14.0%	0.1%	-1.2	70	-9.4%	2.5%
Cc1ccc(C(=O)Nc2nc3n(n2)C(c2ccccc2)CC(=O)N3)cc1 (centres undefined)	1.6%	-6.2%	i	56.0	0.0%	-4.8%	0.3%	0.3	40	13.1%	-7.5%
CCCc1nn(C)c(C(=O)Nc2cccc(Cl)c2)c1Cl	3.1%	7.2%	i	0.0	-1.3%	24.8%	0.8%	4.8	55	-1.1%	0.0%
CCCCN(Cc1cc2cccc(C)c2[nH]c1=O)S(C)(=O)=O	1.7%	-5.2%	i	7.6	-0.2%	-3.0%	0.5%	-0.3	64	38.2%	3.7%
CCOc1ccccc1NC(=O)Cn1c(=O)c2ccccc2n(CC)c1=O	3.7%	-6.0%	i	22.6	0.4%	-8.1%	-0.2%	1.1	77	-2.3%	4.1%
Cc1ccc(-n2c(C)cc(C(=O)CN3CCCCC3)c2C)cc1	1.4%	12.9%	i	46.5	-0.9%	-9.0%	-0.2%	-0.4	100	-1.0%	12.3%
CCOc1cccc(C2/C(=C(/O)c3ccc4c(c3)CC(C)O4)C(=O)C(=O)N2Cc2cccnc2)c1 (centres undefined)	2.8%	-11.1%	i	23.0	0.1%	0.8%	-0.2%	0.9	65	0.0%	15.7%
O=C(CCC(=O)Nc1nnc(C2CCCCC2)s1)NCC1CCCO1 (centres undefined)	2.3%	-10.5%	i	25.0	-0.3%	-11.3%	-0.1%	0.3	75	-31.7%	3.4%
COc1ccc(OC)c(S(=O)(=O)n2ccnc2C)c1	-7.1%	4.9%	i	42.3	0.2%	-5.0%	-0.1%	-1.3	97	7.6%	-0.5%
Cc1cc(N)n2nc(C(F)(F)F)nc2n1	1.9%	-2.5%	i	37.3	0.4%	-11.2%	0.2%	2.9	102	-17.8%	4.1%
COc1cccc(-c2cc3nc4c(c(N5CCC6(CC5)OCCO6)n3n2)CCCC4)c1	-2.7%	8.9%	i	30.4	1.5%	-11.3%	-0.1%	13.1	47	6.5%	15.5%
COc1ccc(NC(=O)N(CCC(C)C)C(C)c2ccccn2)c(OC)c1 (centres undefined)	-0.6%	15.2%	i	41.0	-0.5%	-2.7%	-0.1%	-0.2	99	-37.4%	7.5%
